Tat transport: blocks Tat-dependent protein export in E. coli; inhibition, % at 10 µM; AID 488895; E. coli MC4100 TorA-mCherry Tat export, fluorescence; 0.036% of 340,000 active;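 active = mean replicate inhibition at least 50% and at least half of replicates individually reaching 50%; inconclusive = only one of the two criteria met; inactive = neither criterion met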;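 note: exported cargo escapes ClpAP degradation while cytoplasmic cargo is degraded and loses fluorescence; 0% = median of neutral control wells and 100% = median of NaSCN control wells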
AddAB inh: less growth of phage-infected E. coli with AddAB; inhibition, % at 11.9 µM; 0.29% of 330,000 active; E. coli expressing H. pylori AddAB, absorbance growth; in the data active = inhibition above about 12%;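 note: 0% = vehicle wells of infected cells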
CAL PDZ FP-1: CAL PDZ (human) peptide binding inhibition. Q9HD26. 0.92% of 300,000 active. purified CAL PDZ, TMR-peptide fluorescence polarization, 1 h. AID 602252. inhibition, % at 24.9 µM;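 active = mean inhibition of at least 30% with at least half of replicates also reaching 30%; inconclusive = no clear call, values can overlap the other calls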;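 note: 0% = DMSO neutral control and 100% = excess unlabeled competitor peptide PRC23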
Ecoli viability: bacterial growth inhibition, counter-screen for AddAB inhibitors; 0.27% of 330,000 active; inhibition, % at 11.9 µM; E. coli V3065 growth, OD600 absorbance, 18 h; AID 449728;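 active = inhibition above the campaign's mean inhibition across all tested compounds plus 3 SD, cut at about 9.9% in these data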;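 note: uninfected addAB+ strain grown without phage in ampicillin broth; 0% = DMSO wells and 100% = ciprofloxacin 0.95 µg/ml wells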
MITF TRPM1 HTS: MITF TRPM1 promoter activation in melanoma cells. AID 588334. 0.75% of 300,000 active. activation, % at 12.5 µM. SK-MEL-5 TRPM1-promoter luciferase, 24 h; % of positive control, neutral wells = 0;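 active = mean activation of at least 80% with every replicate also reaching 80%; inconclusive = mean reaches 80% but some replicate falls short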;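 note: 0% = neutral control wells and 100% = parthenolide positive control wells; values of inactives mirror those of a sister screen read the other way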
phage Ecoli inh: E. coli growth loss with phage present | 0.26% of 360,000 active | AID 651602 | inhibition, % at 11.9 µM | growth absorbance; in the data active = inhibition above about 11%
Wnt act: activators of Wnt/beta-catenin signaling. 1.2% of 300,000 active. activation, % at 9.35 µM. Wnt/beta-catenin reporter cell assay, activator, plate reader; in the data active = activation above about 30%, passing the limit was not always enough; inconclusive = no clear call, values can overlap the other calls;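 note: 0% = neutral control wells and 100% = positive control wells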
SR-BI HDL uptake: blocks mouse SR-BI lipid uptake from DiI-HDL. AID 488896. ldlA[mSR-BI] CHO cells, DiI-HDL uptake fluorescence, 3 h. inhibition, % at 12.5 µM. Q61009. 0.96% of 320,000 active;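 active = mean replicate inhibition of at least 70% and a set share of replicates each scoring 70 or more; inconclusive = meets just one of the two criteria; inactive = fails both criteria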;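 note: 0% = median of neutral control wells and 100% = median of positive control wells; values of inactives mirror those of a sister screen read the other way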
Target sequence (Q61009 whole entry, looked up): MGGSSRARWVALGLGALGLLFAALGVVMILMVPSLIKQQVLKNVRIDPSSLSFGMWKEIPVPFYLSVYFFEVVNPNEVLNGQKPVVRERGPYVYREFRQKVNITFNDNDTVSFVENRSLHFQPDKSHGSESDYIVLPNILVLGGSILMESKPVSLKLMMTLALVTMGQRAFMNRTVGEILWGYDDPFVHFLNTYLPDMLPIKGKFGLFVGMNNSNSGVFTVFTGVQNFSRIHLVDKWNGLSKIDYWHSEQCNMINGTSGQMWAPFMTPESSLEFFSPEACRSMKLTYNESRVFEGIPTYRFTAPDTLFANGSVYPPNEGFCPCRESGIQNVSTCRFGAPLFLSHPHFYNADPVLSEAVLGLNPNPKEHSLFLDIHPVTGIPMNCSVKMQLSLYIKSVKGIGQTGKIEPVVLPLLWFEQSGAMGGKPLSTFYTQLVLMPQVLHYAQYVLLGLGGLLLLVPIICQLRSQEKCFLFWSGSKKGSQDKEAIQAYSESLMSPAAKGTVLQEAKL
CAL PDZ FP-2: blocks peptide binding to human CAL PDZ domain. purified CAL PDZ, TMR-peptide fluorescence polarization, 1 h. 0.02% of 330,000 active. AID 504414. inhibition, % at 20 µM. Q9HD26;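 active = highest replicate inhibition of at least 40%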;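 note: plate controls were DMSO neutral control wells for no effect and unlabeled competitor peptide control wells for full effect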
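Material: tagged CAL PDZ protein CerCALP, purified; buffer or medium: sodium phosphate/NaCl buffer pH 7.4 with TCEP, IgG, Thesit; also added: fluorescent TMR peptide probe; schedule: 1 h incubation at room temperature before polarization reading; technique: fluorescence polarization from S- and P-plane intensities, G-factor corrected; control set: unlabelled peptide and DMSO controls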
SR-BI uptake up: enhances SR-BI lipid uptake from DiI-HDL | CHO ldlA[mSR-BI] cells, DiI-HDL uptake fluorescence, 3 h; 100 = double the neutral-control signal | activation, % at 12.5 µM | 0.096% of 320,000 active | AID 504775;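 active = mean replicate activation of at least 60% and every replicate at or above 60%; inconclusive = mean or all-replicate condition met, but not both; inactive = mean below 60% and not all replicates reaching 60%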;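 note: 0% = median plate neutral-control signal and 100% = twice that signal; values of inactives mirror those of a sister screen read the other way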
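Material: SR-BI-overexpressing, LDLR-lacking CHO cells | Dosing: Single compound concentration, delivered by pin transfer | Probe or stimulus: Labelled HDL, 10 µg/mL | Signal: Bottom-read cell fluorescence after medium removal, ex 550/em 595 nm | Schedule: 3 h, 37 °C | Evaluation: HDL uptake via cellular fluorescence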
* marks the source's active call; other numbers are inactive results; ? = inconclusive; · = no result given.

mol | Tat transport | AddAB inh | CAL PDZ FP-1 | Ecoli viability | MITF TRPM1 HTS | phage Ecoli inh | Wnt act | SR-BI HDL uptake | CAL PDZ FP-2 | SR-BI uptake up
Cn1c(COc2cccc3cccnc23)nnc1SCC(=O)O | 0 | 1.9 | · | -0.2 | 2 | 1.6 | 2 | -7 | 0.0 | 7
O=C(NNc1ccccc1Br)C(O)(c1cccc(C(F)(F)F)c1)c1cccc(C(F)(F)F)c1 | 6 | 3.1 | -5 | 1.2 | -22 | 2.4 | · | 28 | -2.6 | -28
COc1cccc(/C=C/C(=O)OCC(=O)N2CCN(c3ccccc3)CC2)c1 | -2 | 1.6 | -1 | -1.9 | 8 | 4.8 | -5 | 14 | 1.4 | -14
COc1ccc(OC)c(NC(=O)CSc2nnnn2-c2ccccc2F)c1 | -3 | -1.0 | -5 | 1.7 | -18 | 3.1 | -2 | 16 | -0.9 | -16
O=C(Nc1ccccc1C(=O)OCC(=O)c1c[nH]c2ccccc12)c1ccco1 | -2 | -0.7 | · | -1.0 | -5 | 1.9 | · | 37 | -1.8 | -37
COc1ccc(C(=O)Nc2sc3c(c2C(=O)O)CC(C)(C)OC3)cc1 | -9 | 2.0 | -5 | -1.1 | 2 | 3.4 | · | 2 | 0.0 | -2
O=C(CN(Cc1ccco1)S(=O)(=O)c1ccccc1)N/N=C/c1ccccc1C(=O)O | 3 | -0.4 | 2 | -2.6 | 11 | 4.2 | -2 | 6 | -0.9 | -6
S=c1[nH]nc(CSCc2ccccc2Cl)n1C1CCCCC1 | -7 | · | 2 | · | -6 | 1.4 | -3 | 3 | -2.3 | -3
COCCNC(=S)NC(=O)c1ccc(C(C)(C)C)cc1 | -4 | -1.2 | -5 | -1.1 | 87* | 3.5 | 19 | · | -0.9 | ·
O=C(O)COc1ccccc1/C=C1\SC(=O)N(Cc2ccc(F)cc2)C1=O | 2 | 6.2 | -7 | 1.0 | 3 | 3.3 | -2 | -1 | -2.7 | 1
CCOC(=O)C1=CN(Cc2cccc(I)c2)S(=O)(=O)N(C)C1C (centres undefined) | 2 | -0.7 | -2 | -0.7 | 25 | 2.5 | -5 | -12 | 0.3 | 12
COc1ccc(/C=C/C(=O)NCCCn2ccnc2)cc1 | -11 | 1.5 | -3 | -1.7 | -5 | 1.4 | 2 | -5 | -1.5 | 5
CS(=O)(=O)N(CC(=O)NCc1ccc2c(c1)OCO2)Cc1ccccc1 | -3 | 3.9 | -3 | -0.8 | 2 | 5.5 | · | 1 | 0.4 | -1
O=C(c1cccs1)N1N=C(c2ccccc2)CC1c1ccc(O)cc1 (centres undefined) | 8 | 1.4 | -4 | -0.3 | -20 | 2.1 | · | 5 | -3.1 | -5
Cc1ccc(CNc2ncnc3cc(Cl)ccc23)cc1 | 3 | 1.2 | -3 | -0.5 | -18 | 1.1 | 0 | · | -1.5 | ·
COc1cccc(N2CCN(CC(=O)NC(C)c3ccccc3)CC2)c1 (centres undefined) | -10 | · | -4 | · | · | 1.8 | -1 | 6 | 0.5 | -6
CCc1ccc(-c2cc(C)no2)cc1S(=O)(=O)N1CCN(c2ccc(OC)cc2)CC1 | 8 | 4.9 | -5 | 1.6 | -7 | 2.5 | -4 | 49 | -1.8 | -49
COc1ccc(Cn2cnc([N+](=O)[O-])c2)cc1[N+](=O)[O-] | -12 | 1.2 | -3 | -1.6 | · | 1.5 | -1 | -13 | -0.1 | 13
CN1CC(=O)N(CC(=O)Nc2ccc(F)cc2)c2ccccc2C1=O | -3 | 3.0 | -1 | -0.1 | 1 | 1.2 | -5 | -5 | · | 5
O=C(NCc1ccncc1)c1nc(-c2cccs2)no1 | 2 | 1.9 | 6 | 0.2 | 18 | 2.2 | -1 | 11 | -0.3 | -11
CCn1c(C(C)NC(=O)c2ccc(OC)c(OC)c2)nc2ccccc21 (centres undefined) | -5 | 3.5 | 1 | 1.5 | · | 4.0 | 1 | 14 | -1.2 | -14
COc1ccc(NC(=O)C(=O)NCCC2CCCCN2S(=O)(=O)c2ccccc2)cc1 (centres undefined) | 4 | 6.4 | -5 | 1.1 | -30 | 1.0 | -12 | 11 | -0.3 | -11
Cc1c(Cl)cccc1NC(=O)N1CCCC1 | 7 | 6.2 | 0 | 1.4 | 4 | 7.1 | -3 | -17 | -1.8 | 17
CC1CCCCC1NC(=O)CCn1c(=O)oc2ccccc21 (centres undefined) | -11 | 1.2 | -3 | -0.9 | -4 | -0.6 | -2 | 0 | -1.4 | 0
O=c1[nH]c(CSc2nnc(Nc3ccccc3)s2)nc2ccccc12 | 5 | 1.6 | -6 | 0.2 | -4 | 1.1 | 2 | · | -2.2 | ·
O=C(O)c1cc2ccccc2n1-c1ccccc1 | -5 | 0.1 | -4 | -0.7 | 13 | 1.4 | · | -11 | -3.2 | 11
O=C(/C=C/c1ccccc1[N+](=O)[O-])NCc1ccccc1Cl | -2 | 0.9 | -1 | -2.4 | 8 | 1.1 | 7 | 7 | -0.3 | -7
CC(C)OCCCN1CN(S(=O)(=O)c2ccc(Cl)cc2)c2nc3ccccc3nc21 | -5 | 0.3 | -1 | 0.5 | 25 | 3.8 | · | -12 | -0.2 | 12
Cc1nc2cc(C(=O)O)ccc2s1 | -1 | 1.0 | · | 1.4 | 62 | -0.1 | · | 3 | -0.4 | -3
Cc1ccc(NS(=O)(=O)Cc2ccccc2)nc1 | 7 | 1.2 | 10 | 3.7 | 14 | 3.4 | 2 | -1 | · | 1
CC1(c2nnc(-c3ccccc3)o2)CC(c2cccc(Cl)c2)=NO1 (centres undefined) | 0 | 1.1 | -4 | 0.5 | 20 | 2.2 | 0 | -13 | -1.6 | 13
COc1ccc(C(=O)/C=C/Nc2ccc([N+](=O)[O-])cc2C)cc1OC | 0 | 2.2 | -3 | 1.0 | 39 | 1.9 | -4 | 9 | -0.2 | -9
O=C(NCc1ccc(F)cc1)C1CCC(CNc2c(N3CCOCC3)c(=O)c2=O)CC1 (centres undefined) | 13 | 2.0 | -2 | -0.9 | 2 | -0.8 | 2 | · | -0.3 | ·
c1ccc(-c2nnc(CSc3ccc4c(c3)OCCO4)o2)cc1 | -1 | -0.7 | · | -2.3 | 11 | -0.1 | 2 | -1 | 0.6 | 1
O=C(CN1CCOCC1)Nc1ccc([N+](=O)[O-])cc1Br | 0 | 1.3 | · | -1.4 | · | 3.4 | 1 | -2 | -1.6 | 2
CCc1nc2c(sc3nc4c(cc32)COC(C)(C)C4)c(=O)n1Cc1ccco1 | -3 | 0.2 | -6 | -0.7 | -3 | 1.3 | -2 | 19 | -3.1 | -19
O=C(c1cnn(C(=O)COc2ccccc2F)c1)c1cc(F)ccc1O | -9 | -2.6 | -3 | -1.1 | -3 | 1.6 | -4 | · | -4.5 | ·
O=C(O)c1ccc[n+](Cc2ccc([N+](=O)[O-])cc2)c1 | · | 5.4 | · | -1.0 | · | 1.3 | 1 | · | · | ·
COc1ccc(NC(=O)c2cccs2)cc1O | 4 | 4.8 | 8 | 3.7 | 69 | 1.6 | · | -5 | 1.2 | 5
Cc1ccc(NC(=O)CSCC(=O)NC2CCCCC2)cc1 | 12 | 3.4 | -3 | 1.3 | -3 | 2.2 | · | -33 | -0.8 | 33
COc1ccc(C(=O)Nc2ccc(Cl)cn2)cc1Cl | 3 | 1.6 | -2 | 0.0 | ? | 3.6 | ? | 53 | -3.1 | -53
CCC/C(O)=C1\C(=O)CC(c2ccccc2)CC1=NCCc1c(C)[nH]c2ccccc12 (centres undefined) | 8 | 0.5 | · | -0.4 | · | 2.3 | -5 | 37 | -2.0 | -37
CCCCNCC#CCOc1cc(C)ccc1C(C)C | -2 | -1.3 | · | 0.7 | -6 | 5.1 | -2 | 17 | -0.2 | -17
COC(=O)c1sc(N2CCN(c3ccc(Cl)cc3)CC2)nc1N | 8 | 0.7 | -4 | -2.2 | -22 | 4.9 | -2 | 36 | · | -36
COc1ccccc1C(CNC(=O)CN(C)S(=O)(=O)c1ccc(C)cc1)N1CCCC1 (centres undefined) | 14 | 0.8 | 5 | -0.7 | 10 | 0.0 | 3 | -2 | -0.8 | 2
COc1ccc(C(=O)Nc2cc(C(=O)c3ccccc3)c(C)oc2=O)cc1 | -4 | 4.8 | -4 | 0.3 | · | 1.2 | · | 4 | -0.6 | -4
Nc1ccc2ccccc2c1[N+](=O)[O-] | 5 | · | -1 | · | -10 | 0.8 | -1 | -12 | -1.6 | 12
Cc1ccc(S(=O)(=O)N2CCN(C(=O)C3CSC4(C)CCC(=O)N34)CC2)cc1C (centres undefined) | -8 | -1.7 | -1 | 0.4 | -2 | 2.2 | -2 | -28 | -2.0 | 28
CCCn1c(N)c(C(=O)CSc2nnc(C3CC3)n2-c2ccccc2)c(=O)[nH]c1=O | 5 | 2.3 | · | 0.0 | -1 | 0.9 | 1 | -17 | 0.3 | 17
Cc1cccc(C)c1Nc1nnc(SCc2nc3ccccc3c(=O)[nH]2)s1 | 5 | 1.3 | -3 | 0.9 | 1 | 0.6 | · | -9 | 0.7 | 9

Next structures follow:
mol | Tat transport | AddAB inh | CAL PDZ FP-1 | Ecoli viability | MITF TRPM1 HTS | phage Ecoli inh | Wnt act | SR-BI HDL uptake | CAL PDZ FP-2 | SR-BI uptake up
COc1ccc(C(=O)c2c3ccc([N+](=O)[O-])cc3[n+]([O-])n2CCCC(N)=O)cc1 | 2 | 4.5 | -4 | 3.1 | -20 | 1.2 | -1 | -1 | -0.1 | 1
CC(=O)c1ccc(CCCC(=O)O)cc1 | 18 | 0.3 | 4 | 0.2 | · | 1.1 | · | -18 | -3.7 | 18
COc1ccc(-c2cc(C(F)(F)F)c3c(=O)n(-c4ccccc4)[nH]c3n2)cc1 | -4 | 0.8 | 2 | -1.6 | · | · | · | 15 | -1.6 | -15
O=S(=O)(Nc1ccc(F)cc1)c1cccc2nsnc12 | -9 | -1.1 | -4 | -1.3 | 8 | -0.5 | -1 | -12 | 0.3 | 12
CC1C(=O)NN=C1C(=O)N/N=C/c1ccco1 (centres undefined) | 0 | 1.7 | 2 | 2.7 | 0 | 3.6 | 0 | -18 | · | 18
CC(C)(C)OC(=O)N1CC2Cc3[nH]c(=O)ccc3C(C2)C1 (centres undefined) | 27 | 3.8 | 8 | -0.9 | 0 | 0.3 | 0 | -19 | -0.2 | 19
Cc1ccc(S(=O)(=O)N2CCCCC2)cc1NC(=O)c1cc(=O)[nH]c2ccccc12 | -9 | 0.5 | 6 | -0.5 | · | 3.0 | 0 | -8 | 0.3 | 8
